DDE Tn6 FP inh = inhibitors of Tn6 peptide binding to human fibrin DD(E); P02675; Fibrin DD(E) TRITC-Tn6 fluorescence polarization displacement; inhibition, % at 8.3 µM; 0.21% of 370,000 active; AID 720509;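 active means inhibition above a per-campaign cutoff: mean of compounds within control limits plus 3 SD, cut at about 15% in these data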;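 further: 0% = median of all compound wells on the plate and 100% = blocking peptide control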
Target sequence (P02675 whole entry, looked up): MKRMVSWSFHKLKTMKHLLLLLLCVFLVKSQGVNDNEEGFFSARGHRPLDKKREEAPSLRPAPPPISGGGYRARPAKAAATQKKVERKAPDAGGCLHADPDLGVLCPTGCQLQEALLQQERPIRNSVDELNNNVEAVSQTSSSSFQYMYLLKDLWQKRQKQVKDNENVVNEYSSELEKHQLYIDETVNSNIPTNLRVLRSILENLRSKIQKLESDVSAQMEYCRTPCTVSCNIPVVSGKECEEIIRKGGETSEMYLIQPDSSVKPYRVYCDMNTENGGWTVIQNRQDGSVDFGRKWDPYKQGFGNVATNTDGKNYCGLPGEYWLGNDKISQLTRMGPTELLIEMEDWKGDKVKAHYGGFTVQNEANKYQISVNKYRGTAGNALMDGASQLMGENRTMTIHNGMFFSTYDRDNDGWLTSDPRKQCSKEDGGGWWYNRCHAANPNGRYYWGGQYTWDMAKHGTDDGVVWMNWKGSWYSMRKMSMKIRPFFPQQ
TDP2 inh = blocks human TDP2 phosphodiesterase activity. AID 720702. O95551. 0.34% of 370,000 active. inhibition, % at 12.8 µM. recombinant TDP2, T5PNP hydrolysis, p-nitrophenol absorbance 415 nm;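 active means inhibition above the mean of all tested compounds plus 3 SD, set per campaign, cut at about 25% in these data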;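 further: 0% = DMSO with enzyme and 100% = buffer with substrate but no TDP2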
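Read-out basis: percent inhibition. System: recombinant human TDP2. Buffer or medium: Mg2+-containing Tris-HCl buffer, pH 7.5. Repeats: single replicate. Timing: reaction 2 h, 37 °C. Benchmarks: high control without enzyme, low control DMSO plus TDP2. Probe or stimulus: 5 mM T5PNP. Doses: 12.8 µM only. Measured by: epi absorbance of p-nitrophenol freed from T5PNP by hydrolysis.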
MBD2 inh = blocks human MBD2 binding to methylated DNA | AID 686964 | TR-FRET, MBD2 binding to methylated oligonucleotide | inhibition, % at 4.4 µM | 0.31% of 370,000 active | Q9UBB5; in the data active means inhibition above about 13%
PRMT1 FP inh = blocks human protein arginine methyltransferase 1. recombinant PRMT1, activity-based probe fluorescence polarization. AID 652257. 1.3% of 370,000 active. inhibition, % at 2.79 µM. Q99873;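 active means inhibition above about 21% made by adding two undisclosed values, limit read from the data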
TCR CD3 inh = blocks the human TCR-CD3 interaction; TAMRA-labeled TCR probe fluorescence, biochemical; inhibition, % at 9.4 µM; 0.37% of 360,000 active; AID 651800; in the data active means inhibition above about 19%;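 further: recombinant mutant TCR 2C K166C tagged with TAMRA read by polarization; 0% = receptor in buffer alone and 100% = receptor with positive control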
SIAE inh = inhibitors of human sialic acid acetylesterase SIAE. Q9HAT2. SIAE FP-Rh probe binding, fluorescence polarization. inhibition, % at 9.66 µM. 0.69% of 370,000 active;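 active means inhibition above a cutoff: mean of compounds within the control limits plus 3 SD of those, cut at about 17% in these data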;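 further: 0% = plate median of compound wells and 100% = probe without SIAE protein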
Tn7 DDE FP = inhibitors of Tn7 peptide binding to human fibrin DD(E); 0.13% of 370,000 active; P02675; inhibition, % at 8.3 µM; FP displacement of FITC-Tn7 peptide from fibrin DD(E); 0% = median of compound wells per plate;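 active means inhibition above the mean of compounds falling within the control limits plus 3 SD of them, cut at about 14% in these data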;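 further: 0% = plate median of compound wells and 100% = 10 µM Aha-Tn7 peptide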
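Assay system: Human fibrin DD(E) protein | Medium: Tris buffer with calcium and detergent, pH 7.8 | Reagent: 0.1 µM fluorescent Tn7 | Compound dosing: Single point at 8.3 µM | Times: 10 min preincubation, 3 h with tracer, room temperature | Detection: Fluorescence polarization of the labelled Tn7 tracer | Controls: Aha-Tn7 high control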
LEDGF integ inh = blocks HIV-1 LEDGF/p75-dependent DNA integration. TR-FRET IN-LEDGF/p75 DNA integration, Eu/Cy5. inhibition, % at 3.7 µM. 0.64% of 370,000 active. AID 743269;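 active means inhibition above the screen-wide mean plus 3 SD, cut at about 13% in these data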;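 further: signal is the Cy5 over europium emission ratio at 671 and 618 nm; 0% = plate median of compound wells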
UHRF1 binding = UHRF1 methyl-DNA binding inhibition; AID 687016; 0.75% of 370,000 active; inhibition, % at 4.4 µM; UHRF1 binding to methylated oligo, TR-FRET; in the data active means inhibition above about 21%;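 further: UHRF1 SRA domain binding a hemimethylated CpG hairpin DNA probe; 0% = median of test compound wells and 100% = reference inhibitor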
proKLK7 act = activators of human kallikrein-7 zymogen | P49862 | purified proKLK7, EDANS-DABCYL substrate fluorescence; 100% is mature enzyme control, 0% vehicle | activation, % at 7 µM | 0.9% of 370,000 active;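 active means activation above the mean of all tested compounds plus 3 SD, computed per campaign excluding outliers beyond control limits, cut at about 13% in these data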
Target sequence (P49862 whole entry, looked up): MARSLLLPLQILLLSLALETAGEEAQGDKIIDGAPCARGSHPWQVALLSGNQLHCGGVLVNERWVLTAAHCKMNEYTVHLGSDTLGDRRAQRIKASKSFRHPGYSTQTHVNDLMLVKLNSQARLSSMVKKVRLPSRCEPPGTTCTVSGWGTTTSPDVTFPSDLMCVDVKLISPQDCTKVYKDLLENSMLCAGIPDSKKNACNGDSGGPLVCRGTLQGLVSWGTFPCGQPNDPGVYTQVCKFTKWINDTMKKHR
Starred values were filed as active, the others as inactive; · = no result given. Compounds were not picked by outcome (roughly 4.6% active in at least one column).

Compound	DDE Tn6 FP inh	TDP2 inh	MBD2 inh	PRMT1 FP inh	TCR CD3 inh	SIAE inh	Tn7 DDE FP	LEDGF integ inh	UHRF1 binding	proKLK7 act
COc1cc(NC(=O)CSc2nc(C)cc(C)n2)cc(OC)c1OC	-2	-12	2	0	4	-2	-2	3	-1	-0.3
O=C(N/N=C/c1cc([N+](=O)[O-])ccc1O)/C(=C\c1cccs1)NC(=O)c1ccccc1	2	-16	-5	-1	31*	0	-2	-4	-4	-0.1
COc1ccc(CCN2CC(C(=O)N(C)Cc3ccccn3)CCC2=O)cc1 (stereo unspecified)	-2	3	-2	-3	9	-1	-12	-4	-1	-0.3
COC(=O)CN1C(=O)COc2ccc(Cl)cc21	-8	2	0	-7	-4	4	2	3	4	0.0
Cc1cccc(N2CCN(Cc3nc(-c4ccccc4Cl)oc3C)CC2)n1	4	4	3	-2	1	1	1	2	-2	0.4
O/N=C1\CCCc2nnc3c(c21)CCCC3	2	5	5	0	3	3	-6	-1	1	-0.1
CC(=O)c1c(C)nc2ccc(C)cc2c1-c1ccccc1	-2	-4	-3	-3	2	2	-10	-1	0	0.0
CC1CC(=S)Nc2ccccc2N1Cc1ccccc1 (stereo unspecified)	-7	1	1	2	1	4	6	2	0	-0.1
COc1ccc(CCNC(=O)c2nc3ncccn3n2)cc1OC	-3	0	4	-1	-3	-3	-7	2	1	0.3
Cc1ccc2nc(Nc3nc(CSc4nnnn4-c4ccccc4)cc(=O)[nH]3)nc(C)c2c1	6	-6	-1	-1	6	10	2	4	-1	0.8
C=CCOC(=O)N[C@@H](c1coc2ccccc2c1=O)[C@@H](C)/C=C/CC(=O)OC	-1	-6	-6	-1	·	4	4	6	-3	0.6
CCOC(=O)[C@H]1[C@H]2COc3cc(OC)ccc3[C@@H]2N2C(=O)CN(CCc3c[nH]c4ccccc34)C(=O)[C@@]12C	8	-4	-4	0	6	2	6	-2	-2	0.0
CC(C)c1csc(CN2CCC(CO)(Cc3ccccc3)CC2)n1	-11	-4	7	2	-8	2	-7	1	2	-0.5
O=C(N/N=C1/C(=O)c2cccc3cccc1c23)c1ccc(Cl)cc1	-8	4	-1	0	0	2	-1	2	3	-0.2
C/C(=N\NC(=O)C1CCCN(S(=O)(=O)c2ccccc2)C1)c1cccnc1 (stereo unspecified)	3	2	-9	-4	6	2	7	2	-2	-0.3
CC(C)(C)Cc1c(-c2ccc(Cl)cc2)nc2ccc(Cl)cn12	5	-9	5	-2	3	-7	3	2	15	0.6
Cc1cc(C(F)(F)F)nn1CC(=O)N1CCCC1	4	4	5	0	7	1	5	-1	-1	0.5
CCOc1ccc(NC(=O)c2ccc(NC(=O)c3ccc(NC(N)=O)cc3)cc2)cc1	5	-10	-3	-3	-5	-6	-6	1	0	-0.1
CC(=O)N1CCN(C(=O)COc2ccccc2C(=O)Nc2ccccc2)CC1	4	-4	0	-2	3	-3	-2	5	3	0.0
CC1(C)Cc2c(sc3[nH]c(=S)n(Cc4ccco4)c(=O)c23)CO1	5	-4	1	10	-4	1	11	-1	4	0.4
CCOc1ccccc1NC(=O)COC(=O)CC(NC(N)=O)c1ccc(Cl)cc1 (stereo unspecified)	0	-4	0	-2	1	3	-7	7	1	-0.2
C/C(=N\N=C(N)N)c1ccc(C)c(C)c1	-5	1	-3	-1	5	·	-3	1	0	0.0
CCOC(=O)C1(CC)NC(c2ccc(N(C)C)cc2)C2C(=O)N(C)C(=O)C21 (stereo unspecified)	-4	11	-1	-1	-6	5	1	2	0	-0.8
O=C(CN1CCN(C/C=C/c2ccccc2)CC1)Nc1ccccc1C(=O)NC1CC1	6	15	-1	3	-2	2	1	-1	5	0.6
Cc1cccc(NC(=O)CSCC(=O)Nc2ccccc2N2CCCCC2)c1	9	-3	0	-1	-1	-9	3	-3	-3	0.3
CCc1ccc(-n2c(Cn3nc(C(F)(F)F)cc3C)n[nH]c2=S)cc1	-3	-2	0	9	6	7	10	-3	0	0.2
COc1ccccc1/C=N/N1CCN(c2ccc(Cl)cc2)CC1	6	-4	-1	-1	-7	5	1	2	3	0.1
CCC(=O)NNC(=O)CCC(=O)Nc1cccc(Cl)c1C	4	-1	0	-1	3	2	-2	0	4	-0.2
COc1ccc(NC(=O)CSc2nc3c(c(=O)n2-c2ccc(F)cc2)SCC3)c(OC)c1	1	1	0	0	0	4	-3	-2	-1	0.2
CC(C)(C)c1ccc(/C=C/C(=O)c2ccc(NC3=NCCCS3)cc2)cc1	-9	-4	2	0	1	21*	-10	-2	0	-1.5

Three entries drawn at random from those above:
Compound	DDE Tn6 FP inh	TDP2 inh	MBD2 inh	PRMT1 FP inh	TCR CD3 inh	SIAE inh	Tn7 DDE FP	LEDGF integ inh	UHRF1 binding	proKLK7 act
O=C(CN1CCN(C/C=C/c2ccccc2)CC1)Nc1ccccc1C(=O)NC1CC1	6	15	-1	3	-2	2	1	-1	5	0.6
CCOc1ccccc1NC(=O)COC(=O)CC(NC(N)=O)c1ccc(Cl)cc1 (stereo unspecified)	0	-4	0	-2	1	3	-7	7	1	-0.2
COc1ccccc1/C=N/N1CCN(c2ccc(Cl)cc2)CC1	6	-4	-1	-1	-7	5	1	2	3	0.1

6 compounds from above, sorted by number of heavy atoms, falling:
Compound	DDE Tn6 FP inh	TDP2 inh	MBD2 inh	PRMT1 FP inh	TCR CD3 inh	SIAE inh	Tn7 DDE FP	LEDGF integ inh	UHRF1 binding	proKLK7 act
O=C(CN1CCN(C/C=C/c2ccccc2)CC1)Nc1ccccc1C(=O)NC1CC1	6	15	-1	3	-2	2	1	-1	5	0.6
CCOc1ccccc1NC(=O)COC(=O)CC(NC(N)=O)c1ccc(Cl)cc1 (stereo unspecified)	0	-4	0	-2	1	3	-7	7	1	-0.2
Cc1cccc(NC(=O)CSCC(=O)Nc2ccccc2N2CCCCC2)c1	9	-3	0	-1	-1	-9	3	-3	-3	0.3
COc1ccccc1/C=N/N1CCN(c2ccc(Cl)cc2)CC1	6	-4	-1	-1	-7	5	1	2	3	0.1
CCC(=O)NNC(=O)CCC(=O)Nc1cccc(Cl)c1C	4	-1	0	-1	3	2	-2	0	4	-0.2
C/C(=N\N=C(N)N)c1ccc(C)c(C)c1	-5	1	-3	-1	5	·	-3	1	0	0.0

Carrying on:
Compound	DDE Tn6 FP inh	TDP2 inh	MBD2 inh	PRMT1 FP inh	TCR CD3 inh	SIAE inh	Tn7 DDE FP	LEDGF integ inh	UHRF1 binding	proKLK7 act
COC(=O)CN(c1ccc(OC)c(OC)c1)S(C)(=O)=O	-6	-3	10	5	1	-2	1	-1	2	-0.1
CCOc1ccc(Cl)cc1-c1cc(C(=O)NCC2CCCCC2)[nH]n1	4	0	-6	1	3	-32	-6	2	0	0.4
CCN(CC(=O)NCc1ccc(F)cc1)C(=O)c1ccc(COc2ccccc2)cc1	1	17	1	1	3	-2	-8	0	-2	0.5
CCCOc1ccc(CNC(=O)Cn2ncc3ccccc32)cc1	-3	10	-1	0	3	-2	2	-2	0	0.1
COc1ccccc1-n1c(SCC(=O)NC2CCS(=O)(=O)C2)nc2cc([N+](=O)[O-])ccc21 (stereo unspecified)	-8	-4	2	-1	6	-5	-4	2	-2	-0.3
OC1(c2ccc(F)cc2)CCN(Cc2cccnc2)CC1	2	9	0	-2	3	-10	-6	-2	2	-0.2
CC(NC(N)=O)C(=O)OCC(=O)c1ccc(-c2ccccc2)cc1 (stereo unspecified)	12	-22	2	-4	0	-9	1	4	2	-1.1
Cc1ccc(OCCNC(=O)c2ccc(C)o2)cc1	-4	-5	4	4	-4	6	-3	-5	1	-0.1
Cc1ccnc(NS(=O)(=O)c2ccc(N3C(=O)C4CCCCC4C3=O)cc2)n1 (stereo unspecified)	-4	-10	4	3	-9	0	-2	2	-2	-1.0
OCCC1CN(Cc2nc3ccccc3[nH]2)CCN1C1CCCC1 (stereo unspecified)	1	0	1	2	-4	-3	6	0	2	0.3
O=C(c1ccco1)N1CCN(Cc2cccc(C(F)(F)F)c2)CC1	-5	9	0	2	-5	-2	8	0	-1	-0.7
c1ccc2nc3c(cc2c1)CCCCCC3	2	11	-3	1	-2	-1	2	4	-2	-0.5
CCCC1NC(=O)c2cccnc2-n2c1nc1ccc(OC)cc1c2=O (stereo unspecified)	-1	0	0	-3	-2	-4	4	2	-3	0.2
COc1ccc(NC(=S)Nc2ccc(OCc3ccccc3)cc2)c(OC)c1	0	-2	6	2	-1	0	-4	-5	-3	0.3
COc1cc(NC(=O)c2cc(C)no2)c(OC)cc1Cl	0	8	0	1	0	-1	6	-2	-1	-1.5
Cc1noc(C)c1NC(=O)Nc1ccc2c(c1)C(=O)N([C@H](C)CO)C[C@H](C)[C@@H](CN(C)C(=O)Nc1ccc(C(F)(F)F)cc1)O2	-1	3	-2	-5	1	-2	5	-2	-2	0.6
O=C(O)CCC(=O)NNc1nc(-c2ccccc2)c2cc(Cl)ccc2n1	-4	-6	-6	1	12	1	-3	4	-3	-0.8
CC(=O)CCc1c[nH]c2c(C(=O)O)cccc12	-1	6	-2	1	1	0	-1	-3	1	0.9
CC(C)c1ccc(NC(=S)N2CCCC(c3ccc(F)cc3)=N2)cc1	-8	-19	-1	-3	-10	0	-1	1	3	-0.3
N#CC1=C(N)NC(=S)C(C(N)=O)C1c1ccccc1F (stereo unspecified)	-1	2	-1	64*	4	7	-7	2	-3	-0.2

Record cards (already shown). Order of values: DDE Tn6 FP inh	TDP2 inh	MBD2 inh	PRMT1 FP inh	TCR CD3 inh	SIAE inh	Tn7 DDE FP	LEDGF integ inh	UHRF1 binding	proKLK7 act
CCCC1NC(=O)c2cccnc2-n2c1nc1ccc(OC)cc1c2=O (stereo unspecified) is entered as -1	0	0	-3	-2	-4	4	2	-3	0.2
O=C(O)CCC(=O)NNc1nc(-c2ccccc2)c2cc(Cl)ccc2n1 is entered as -4	-6	-6	1	12	1	-3	4	-3	-0.8

Continuation.
Compound	DDE Tn6 FP inh	TDP2 inh	MBD2 inh	PRMT1 FP inh	TCR CD3 inh	SIAE inh	Tn7 DDE FP	LEDGF integ inh	UHRF1 binding	proKLK7 act
COc1ccc(NC(=S)/N=C(\N)Nc2nc(C)c3ccccc3n2)cc1	-5	9	-5	1	-5	4	-3	1	5	-1.5
CCOC(=O)c1c(C)n(C)c2ccc(OC(C)C(=O)OC)cc12 (stereo unspecified)	-4	-4	6	2	-4	-8	-3	-4	4	-0.1
Cc1cc(N2CCN(C(c3ccccc3)c3ccccc3)CC2)n2ncnc2n1	-4	5	-4	2	2	3	-2	-4	-2	-0.2
CN(/N=C/c1ccncc1)c1cnn(-c2ccc(F)c(Cl)c2)c(=O)c1Cl	7	-4	1	0	8	1	3	-3	-1	0.2
O=C1NC(=Nc2ccccc2Br)SC1(CO)CO	-3	11	0	0	2	-8	5	0	0	0.0

Bioassay records from PubChem.
